Assay outcomes (PubChem BioAssay)
CaV13 FRET inh: Disruptors of the CACNA1D IQ motif to Ca2+-dependent inactivation inhibitor domain association, primary screening, Förster resonance energy transfer in intact living … | HEK cells, CFP/YFP FRET ICDI-IQ, plate reader, 10 min; percent FRET-ratio fall versus neutral wells | inhibition, % at 12.3 µM | 340,000 compounds, 0.098% hits | AID 743397;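 active = mean replicate inhibition of at least 30% and at least 1% of replicates passing that level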;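 note: 0% = median of the neutral control wells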
Cardio protect: myocardial damage modulation in H9c2 cells. H9c2 cardiomyocytes, H2O2 injury protection, ATPLite, 2 h. protection from H2O2 cell death, % at 20 µM. 360,000 compounds, 0.63% hits. AID 588492;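 active = compounds giving at least 50% protection of heart cells from peroxide-induced death in the single-dose screen, raw or plate-pattern-corrected value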;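 note: 0% = DMSO wells with peroxide and 100% = DMSO wells without peroxide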
aDG glyco act: increases alpha dystroglycan glycosylation | activation, % at 10 µM | Pro5-aDG cells, alpha-DG glycosylation AlphaScreen (IIH6); 0% Pro5, 100% B10-LARGE cell signal | 360,000 compounds, 0.22% hits;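 active = activation of at least 8% versus controls, or a plate z-score of at least 8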;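 note: Pro5 are CHO cells carrying HIG-tagged alpha-DG that lacks glycosylation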
PDI inh: PDI (human) enzyme inhibition | P07237 | 350,000 compounds, 0.052% hits | AID 588391 | inhibition, % at 10 µM | PDI insulin aggregation turbidity, A650, 90 min;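 active = mean inhibition across replicates of 30% or more, whatever share of single replicates reach that level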;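 note: absorbance from insulin aggregation driven by PDI reduction with DTT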
ABCB6 inh 2: human ABCB6 transporter inhibition; Q9NP58; K562-ABCB6 porphyrin accumulation, flow cytometry, 1 h; hits give low values; fluorescence ratio to DMSO, % at 10 µM; 360,000 compounds, 0.19% hits;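 active = fluorescence ratio to DMSO below 75%, the collection mean minus 3 SD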;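 note: signal is porphyrin accumulated inside mitochondria; 100% equals median channel fluorescence of DMSO control wells; lower ratio means ABCB6 inhibition with less porphyrin fluorescence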
Target sequence (Q9NP58 whole entry, looked up): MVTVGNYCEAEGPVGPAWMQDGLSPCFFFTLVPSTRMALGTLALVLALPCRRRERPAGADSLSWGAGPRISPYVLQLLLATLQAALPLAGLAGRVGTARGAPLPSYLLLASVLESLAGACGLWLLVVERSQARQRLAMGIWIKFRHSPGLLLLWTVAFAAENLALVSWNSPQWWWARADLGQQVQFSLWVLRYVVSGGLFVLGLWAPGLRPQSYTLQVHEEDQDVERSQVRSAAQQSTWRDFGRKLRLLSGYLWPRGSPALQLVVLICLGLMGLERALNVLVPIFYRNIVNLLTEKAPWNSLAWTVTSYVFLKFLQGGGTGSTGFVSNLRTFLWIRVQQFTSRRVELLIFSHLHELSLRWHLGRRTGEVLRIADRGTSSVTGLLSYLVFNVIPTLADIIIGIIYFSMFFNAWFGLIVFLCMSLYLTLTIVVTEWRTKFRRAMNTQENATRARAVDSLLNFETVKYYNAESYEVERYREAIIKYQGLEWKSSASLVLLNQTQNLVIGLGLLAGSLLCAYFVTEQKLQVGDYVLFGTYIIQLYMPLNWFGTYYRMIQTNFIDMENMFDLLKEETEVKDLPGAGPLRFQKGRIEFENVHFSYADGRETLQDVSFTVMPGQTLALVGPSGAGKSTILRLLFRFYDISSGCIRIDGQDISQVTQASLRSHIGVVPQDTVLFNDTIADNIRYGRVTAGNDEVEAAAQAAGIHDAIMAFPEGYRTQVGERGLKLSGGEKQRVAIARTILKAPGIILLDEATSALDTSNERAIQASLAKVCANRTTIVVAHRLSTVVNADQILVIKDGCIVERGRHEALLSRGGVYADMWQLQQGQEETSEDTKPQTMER
N-glyco inh: N-linked glycosylation inhibition | D54 ERlucT glycosylation luciferase reporter, 24 h; percent of 100 nM tunicamycin response | reporter increase, % at 12.5 µM | 360,000 compounds, 0.23% hits | AID 588692;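 active = mean luciferase reporter signal, scaled so untreated is 0 and the glycosylation-blocking control 100, at or above a set limit in every replicate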;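 note: luciferase carries N-glycosylation sites so blocking glycosylation raises the light; 0% = median of neutral control wells and 100% = median of 100 nM tunicamycin wells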
Granule exo inh: lytic granule exocytosis inhibition. TALL-104 LAMP-1 surface exposure, flow cytometry; cells stimulated with thapsigargin and PMA. inhibition, % at 10 µM. 360,000 compounds, 0.66% hits;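 active = inhibition above about 55%, limit read from the data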
m5-HT2A agonist: agonists of mouse serotonin 5-HT2A receptor (HTR2A); P35363; CHO-K1 mHTR2A beta-arrestin complementation, luminescence; percent of 30 µM serotonin response; activation, % at 7.6 µM; 360,000 compounds, 0.66% hits;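 active = activation above a run cutoff, the mean activation of all tested compounds plus 3 SD, cut at about 14% in these data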;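 note: 0% = plate median of compound wells and 100% = 30 µM serotonin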
Vif inh: HIV Vif inhibition; HEK293T cells, Vif self-association by quenched fluorescence, imaging, 24 h; inhibition, % at 7.49 µM; 340,000 compounds, 0.35% hits; in the data active = inhibition above about 50%, passing the limit was not always enough; note: some results filed as inactive read as strong as hits
iPSC survival up: hiPSC single-cell survival enhancement. AID 602274. 360,000 compounds, 0.044% hits. ATPlite luminescence; 100% = ROCK inhibitor wells, 0% = DMSO. survival enhancement, % at 20 µM; in the data active = survival enhancement above about 18%;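 note: cells exposed to compounds for 16 hours before the ATP read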
The depositor's hits bear a star; / = not tested or not shown.

Screens in order: m5-HT2A agonist	Cardio protect	PDI inh	Granule exo inh	N-glyco inh	aDG glyco act	Vif inh	iPSC survival up	ABCB6 inh 2	CaV13 FRET inh
> CC1CC(=O)Nc2ccccc2N1C(=O)CN1CCN(C=O)CC1 (centres undefined)
    9	-2	-28	0	-1	0.2	2	-1.3	98	8
> COc1ccccc1-c1cc(-c2ccc(O)cc2)nc(N)c1C#N
    -5	-4	-12	10	12	-0.1	-6	-0.1	98	-16
> Cn1cnc([N+](=O)[O-])c1Nc1cccc(O)c1
    2	4	5	-4	3	0.3	13	0.6	109	-5
> COC(=O)c1c(C)oc2ccc(NS(=O)(=O)c3cccs3)cc12
    0	-19	-4	1	-3	1.8	-18	-2.4	92	/
> CCOC(=O)C1CCCN(C(=O)c2ccc([N+](=O)[O-])cc2)C1 (centres undefined)
    8	7	5	-3	2	-0.2	-3	2.4	93	-5
> O=C(/C=C/c1ccc(O)c(O)c1)c1ccccc1O
    -6	24	14	0	6	-0.2	-4	-0.5	100	-11
> Cc1ccc(-n2ccnc(SCC(=O)NCCc3ccccc3)c2=O)cc1F
    1	7	-2	0	3	-0.3	-8	0.2	100	-2
> CCS(=O)(=O)N1CCCC(C(=O)NCCCN2CCCC2=O)C1 (centres undefined)
    -3	1	8	5	2	0.2	-1	-1.3	104	/
> CC[N+]1(C)CCC(O)(c2ccc(OC)cc2)C(C(=O)c2ccc(OC)cc2)C1 (centres undefined)
    4	-19	0	26	-4	-0.4	1	0.1	110	-9
> Cc1nc(CN(C)c2ncnc3ccc(-c4ccc5c(c4)OCO5)cc23)cs1
    -2	4	0	39	-13	-0.2	/	-1.0	99	-5
> CCOC(=O)C1=C(COC(=O)c2ccc3ccccc3c2O)NC(=O)NC1C (centres undefined)
    13	36	-4	4	2	-0.2	-9	-0.4	97	-6
> CCCc1nn(C)c2c1C(c1cccnc1)C(C#N)=C(N)O2 (centres undefined)
    11	-9	0	-1	0	0.0	5	-0.3	96	-6
> COc1ccc(CN2CCCC(C(=O)c3cccc(OC(C)C)c3)C2)cc1Cn1cccn1 (centres undefined)
    -6	-5	0	3	-2	0.0	-13	-0.6	97	4
> CCN1CCN(Cc2nc3c(c(=O)n(C)c(=O)n3C)n2CCc2ccccc2)CC1
    -5	8	/	6	-3	0.2	1	4.9	92	-3
> Cc1ccc(CN2C(=O)c3ccccc3NC2c2cc(Br)ccc2O)cc1 (centres undefined)
    2	-18	-5	74*	-1	0.0	14	-0.8	99	-13
> CCOC(=O)CN=C/C(C(C)=O)=C(/C)O
    -1	4	-4	0	0	0.1	10	1.0	97	-1
> COc1ccc(C2CC(=O)Oc3c(C(CCN4CCOCC4)c4cc(OC)c(OC)c(OC)c4)c(OC)cc(OC)c32)cc1 (centres undefined)
    1	-2	2	0	0	0.3	1	-1.5	101	-6
> O=C(C1CCCCC1)N1C[C@H](n2cc(C3CC3)nn2)[C@@H](O)C[C@@H]1c1ccc(Cl)cc1
    7	-2	2	-4	1	0.1	-5	3.9	102	-4
> O=C(c1cc(-c2cccc(Br)c2)nc2ccccc12)N1CCCC1
    -5	-1	7	-10	-2	0.4	-14	0.9	100	/
> COC(=O)C1=C(C)NC(=O)NC1c1cn(-c2ccccc2)nc1-c1cccs1 (centres undefined)
    -6	2	5	-2	0	-0.2	-14	0.0	105	-6
> CCOC(=O)CC(=O)CSc1nc(C)nc2c1oc1ccccc12
    3	1	-5	2	2	-0.2	21	-1.9	93	-4
> CCCc1cc(=O)[nH]c(SCC(=O)N2CCC(C(=O)OCC)CC2)n1
    -1	-4	-5	-1	-2	-0.2	2	5.4	93	/
> Cc1ccc2c3c([nH]c2c1)C(=O)CC(C)(C)S3
    1	4	-5	1	1	-0.1	0	-0.5	96	9
> COc1cc(C(=O)N[C@@H](Cc2c[nH]c3ccccc23)C(=O)O)cc(OC)c1OC
    0	4	-10	-7	0	-0.1	-4	0.0	98	-5
> CCOC1=C2CN(S(=O)(=O)c3ccc(C)cc3)C(c3ccc(CC)cc3)CC2N(S(=O)(=O)c2ccc(C)cc2)C(c2ccc(CC)cc2)C1 (centres undefined)
    1	/	/	11	/	0.5	/	/	/	-7
> Cc1cc(-c2nc(C)c(-c3nnc(SCC(=O)Nc4ccccc4)n3C)s2)no1
    -3	4	1	-5	3	0.0	-1	-0.3	96	-21
> O=C(O)[C@@H](O)[C@H](O)C(=O)O
    3	4	1	-3	0	-0.4	-6	2.2	103	-8
> COc1cc2[nH]c(=O)n(CCC(=O)NCCC(C)C)c(=O)c2cc1OC
    1	-3	2	0	1	0.0	2	1.1	98	-5
> COc1ccc(NC(=O)CC2SC(=O)NC2=O)cc1 (centres undefined)
    3	5	11	0	2	0.4	-15	1.6	107	-3
> COC(=O)[C@]1(C)N[C@H](c2ccc(-c3ccc(Cl)c(Cl)c3)cc2)[C@@H]2C(=O)N(C)C(=O)[C@@H]21
    11	9	-16	-5	0	0.4	4	-0.9	97	-11
> O=C(CN1CCN(c2ccccc2)CC1)Nc1ccncc1
    2	-11	5	7	-2	0.2	-2	-0.4	99	-4
> COc1ccc(C)cc1NC(=O)CNC(=O)c1sc2ccccc2c1Cl
    6	-6	2	2	0	-0.2	3	0.1	97	-6
> O=C(O)c1ccc([N+](=O)[O-])c(CS(=O)(=O)c2ccc(Cl)cc2)c1
    2	6	2	0	2	0.1	1	2.0	102	-16
> O=C(CCCN1C(=O)C(c2ccccc2)Oc2cccnc21)NCCc1ccc(Cl)cc1 (centres undefined)
    1	5	6	4	-5	0.3	0	0.6	97	-2
> CCc1ccccc1-n1ncc(C(=O)Nc2ccc(OC)cc2)c1C
    -4	-3	3	2	-6	0.0	-2	-0.2	100	-2
> Cc1ccc(NC(=O)COC(=O)C2CC2)cc1Cl
    9	-5	-1	19	0	-0.2	7	-0.3	100	-4
> CC1CN(S(=O)(=O)c2ccc(C(=O)Nc3nc(-c4cc5ccccc5o4)cs3)cc2)CC(C)O1 (centres undefined)
    2	-6	-4	-2	-6	5.1	2	-1.9	94	0
> O=C(O)c1ccccc1NS(=O)(=O)c1ccc(NN=Cc2ccc(F)cc2)c([N+](=O)[O-])c1
    3	-9	4	0	1	-0.1	3	1.0	97	/
> CC(C)(C)C(=O)Nc1ccc(C(=O)NNC(=O)c2ccccc2)cc1
    3	8	-1	-1	-1	0.0	1	-0.7	95	-5
> COc1ccccc1NC(=O)c1cc(C)nc2ccccc12
    3	6	-5	0	0	-0.3	12	0.2	98	-4
> C=CC(=O)Nc1ccc(Nc2nc(NC3CCC(N(C)C)CC3)nc3c2ncn3C(C)C)cc1 (centres undefined)
    -2	1	-4	-4	-13	-0.2	-6	-3.7	103	/
> Cc1cc(NC(=O)C2CCCC2)n(-c2nc3ccccc3[nH]2)n1
    1	2	12	-2	5	-0.4	-3	-0.4	98	-5
> O=C(C1=C[C@H](c2coc3ccccc3c2=O)C[C@H](OCCCCO)O1)N1CCN(Cc2ccccc2)CC1
    -3	44	11	4	-2	0.1	-1	2.2	94	-5
> O=c1[nH]cnc(CN2CCCCC2)c1O
    9	8	3	8	-1	0.0	2	3.0	102	-7
> Cc1[nH]cnc1CN1CCc2c(c3ccccc3n2C)C1=O
    4	-8	11	-2	4	-0.1	3	1.8	100	-4
> Cc1ccc(NC(=O)c2cc(-c3ccccc3O)n[nH]2)cc1C
    -2	3	-1	-2	3	-0.1	-6	-0.7	98	-4
> CCC(=O)Nc1cccc(-c2nc3ccccc3c(=O)o2)c1
    4	-4	-1	-1	0	-0.1	5	-1.8	100	/
> CCOc1ccccc1Oc1coc2cc(OC)ccc2c1=O
    2	3	4	10	2	-0.1	/	1.1	89	-4
> O=C(C[C@@H]1C/C=C/CC[C@H](Cc2ccc(F)cc2)C(=O)O[C@H](c2ccccc2)CNC1=O)NCCO
    7	8	6	27	4	0.1	-1	-1.4	102	-3
> O=C(CNC(=O)c1ccc(Cl)cc1Cl)OCC(=O)N1CCCC1=O
    -11	1	-5	11	1	-0.3	2	-0.4	98	-2
> CCCOc1cccc(C2/C(=C(/O)c3ccccc3)C(=O)C(=O)N2CCN(C)C)c1 (centres undefined)
    7	1	-8	-1	2	-0.1	/	0.3	95	/
> CC(=O)N1CCc2cc(C(=O)CN3CCN(c4ccccn4)CC3)ccc21
    18*	8	3	0	-2	-0.1	-4	-0.3	94	-4
> O=C(COC(=O)c1cc(Cl)ccc1[N+](=O)[O-])NCc1ccc(Cl)cc1Cl
    0	-1	1	3	2	-0.2	-11	0.3	97	-4
> O=C1Nc2ccccc2C(=O)N(C2CCCC2)C1C(=O)NC1CC1 (centres undefined)
    1	/	/	-5	/	-0.1	/	/	/	-8
> FC(F)(F)c1n[nH]c(=S)n1/N=C/c1ccco1
    8	-1	3	-1	1	0.1	-8	-1.3	98	-2
> CC(C)(C)C(=O)COC(=O)CCc1nc2ccccc2[nH]c1=O
    9	13	-2	-1	2	-0.1	-3	1.6	104	-8
> CCOc1ccc(CCNC(=O)c2nnn(CC(=O)Nc3c(C)cc(C)cc3C)c2N)cc1OCC
    9	6	2	-8	1	-0.4	-3	0.2	107	-14
> Cc1cccc(NC2=C(Cl)C(=O)OC2OC(=O)c2ccco2)c1 (centres undefined)
    -4	10	1	-2	2	0.2	0	-0.5	99	-6
> Cc1ccc(NC(=O)Nc2ccccc2CC[N+](=O)[O-])cc1
    -3	-6	0	-5	-3	-0.1	8	-1.3	100	-3
> CC(NS(=O)(=O)/C=C/c1ccccc1)c1ccccc1 (centres undefined)
    -1	-4	12	1	3	0.0	21	1.9	106	-5

2 records drawn at random from the list so far, as already listed:
Screens in order: m5-HT2A agonist	Cardio protect	PDI inh	Granule exo inh	N-glyco inh	aDG glyco act	Vif inh	iPSC survival up	ABCB6 inh 2	CaV13 FRET inh
> CC(=O)N1CCc2cc(C(=O)CN3CCN(c4ccccn4)CC3)ccc21
    18*	8	3	0	-2	-0.1	-4	-0.3	94	-4
> FC(F)(F)c1n[nH]c(=S)n1/N=C/c1ccco1
    8	-1	3	-1	1	0.1	-8	-1.3	98	-2

Continuation.
Screens in order: m5-HT2A agonist	Cardio protect	PDI inh	Granule exo inh	N-glyco inh	aDG glyco act	Vif inh	iPSC survival up	ABCB6 inh 2	CaV13 FRET inh
> CCO/C(C)=C1\N=C(c2ccc(Cl)cc2)OC1=O
    -6	-1	1	-4	2	0.0	2	0.3	97	-3
> COc1ccc(S(=O)(=O)NC2CCCCC2)cc1C
    -4	0	5	2	1	-0.1	2	-0.6	93	-10
> COc1ccc2c(-c3ccc(OCCN4CCOCC4)cc3)c(-c3ccccc3OC)sc2c1
    -7	-5	5	2	0	-0.4	-1	1.2	100	/
> O=Nc1c(-c2cccc([N+](=O)[O-])c2)nc2ncccn12
    2	-5	1	74*	-2	-0.2	3	-0.3	105	-10
> Cc1noc(/C=C/c2ccccn2)c1[N+](=O)[O-]
    -2	18	-1	0	-3	0.0	18	-0.1	98	-7
> O=C1CC(c2ccccc2)n2nc(NC(=O)c3cccs3)nc2N1 (centres undefined)
    1	0	-29	-1	-2	-0.1	11	-1.6	88	-4
> COc1ccc(S(N)(=O)=O)cc1C(=O)NCC1(N2CCCCC2)CCCCC1
    -1	3	4	1	-3	-0.1	3	-0.5	99	-5
> CCC(=O)c1cc2c(cc1NC(=O)c1ccccc1)OCCO2
    7	-2	1	-2	1	0.1	-4	3.1	97	/
> CCC1CCCCN1C(=O)CSc1nnc(-c2ccco2)o1 (centres undefined)
    0	1	-6	4	-3	-0.3	-7	0.3	90	-4
